Source: PubChem BioAssay
MBD2 DNA inh: MBD2-methylated oligo binding inhibition. AID 686964. inhibition, % at 4.4 µM. TR-FRET, MBD2 binding to methylated oligonucleotide. actives 0.31% (n = 370,000); in the data active = inhibition above about 13%
HTRA1 inh: inhibitors of human serine peptidase HTRA1. actives 0.5% (n = 340,000). Q92743. recombinant HTRA1, FP-rhodamine activity-based probe, fluorescence polarization. AID 504803. inhibition, % at 5.96 µM; in the data active = inhibition above about 36%;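 note: 0% = enzyme with DMSO and 100% = wells lacking enzyme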
TCR CD3 inh: blocks the human TCR-CD3 interaction; AID 651800; TAMRA-labeled TCR probe fluorescence, biochemical; actives 0.37% (n = 360,000); inhibition, % at 9.4 µM; in the data active = inhibition above about 19%;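 note: recombinant mutant TCR 2C K166C tagged with TAMRA read by polarization; 0% = receptor in buffer alone and 100% = receptor with positive control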
LEDGF integ inh: blocks HIV-1 LEDGF/p75-dependent DNA integration. inhibition, % at 3.7 µM. TR-FRET IN-LEDGF/p75 DNA integration, Eu/Cy5. actives 0.64% (n = 370,000);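 active = inhibition above the screen-wide mean plus 3 SD, cut at about 13% in these data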;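 note: signal is the Cy5 over europium emission ratio at 671 and 618 nm; 0% = plate median of compound wells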
mABHD4 FP: inhibits mouse alpha/beta hydrolase domain 4. actives 0.54% (n = 370,000). inhibition, % at 8.92 µM. AID 720543. purified mABHD4, FP-Rh probe fluorescence polarization;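 active = inhibition exceeding the mean over every tested compound plus 3 SD, cut at about 30% in these data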;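 note: 0% = plate median of compound wells and 100% = S159A mutant with DMSO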
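Test system: mouse ABHD4 enzyme, wild type. Reagent: FP-Rh fluorescent activity-based probe, added after compound pre-incubation. Timing: pre-incubation 45 min, probe exposure 60 min, at 25 °C. Technique: FP readout, ex 525 nm / em 598 nm. Benchmarks: high control S159A mutant with DMSO, low control median of compound wells.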
SIAE inh: inhibitors of human sialic acid acetylesterase SIAE; Q9HAT2; SIAE FP-Rh probe binding, fluorescence polarization; inhibition, % at 9.66 µM; actives 0.69% (n = 370,000); AID 1053197;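 active = inhibition above a cutoff: mean of compounds within the control limits plus 3 SD of those, cut at about 17% in these data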;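 note: 0% = plate median of compound wells and 100% = probe without SIAE protein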
PRMT1 inh: PRMT1 (human) inhibition, primary screen. AID 652257. inhibition, % at 2.79 µM. actives 1.3% (n = 370,000). Q99873. recombinant PRMT1, activity-based probe fluorescence polarization;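 active = inhibition above about 21% made by adding two undisclosed values, limit read from the data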
NPR2 activator: GC-B (human) receptor activation. P20594. HEK293-GC-B cells, CNP EC30, cGMP TR-FRET; 0% at EC30 CNP, 100% saturating CNP. activation, % at 10 µM. actives 0.11% (n = 370,000);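 active = activation at 10 µM reaching about 35% in either raw or pattern-adjusted values, limit read from the data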
Target sequence (P20594 whole entry, looked up): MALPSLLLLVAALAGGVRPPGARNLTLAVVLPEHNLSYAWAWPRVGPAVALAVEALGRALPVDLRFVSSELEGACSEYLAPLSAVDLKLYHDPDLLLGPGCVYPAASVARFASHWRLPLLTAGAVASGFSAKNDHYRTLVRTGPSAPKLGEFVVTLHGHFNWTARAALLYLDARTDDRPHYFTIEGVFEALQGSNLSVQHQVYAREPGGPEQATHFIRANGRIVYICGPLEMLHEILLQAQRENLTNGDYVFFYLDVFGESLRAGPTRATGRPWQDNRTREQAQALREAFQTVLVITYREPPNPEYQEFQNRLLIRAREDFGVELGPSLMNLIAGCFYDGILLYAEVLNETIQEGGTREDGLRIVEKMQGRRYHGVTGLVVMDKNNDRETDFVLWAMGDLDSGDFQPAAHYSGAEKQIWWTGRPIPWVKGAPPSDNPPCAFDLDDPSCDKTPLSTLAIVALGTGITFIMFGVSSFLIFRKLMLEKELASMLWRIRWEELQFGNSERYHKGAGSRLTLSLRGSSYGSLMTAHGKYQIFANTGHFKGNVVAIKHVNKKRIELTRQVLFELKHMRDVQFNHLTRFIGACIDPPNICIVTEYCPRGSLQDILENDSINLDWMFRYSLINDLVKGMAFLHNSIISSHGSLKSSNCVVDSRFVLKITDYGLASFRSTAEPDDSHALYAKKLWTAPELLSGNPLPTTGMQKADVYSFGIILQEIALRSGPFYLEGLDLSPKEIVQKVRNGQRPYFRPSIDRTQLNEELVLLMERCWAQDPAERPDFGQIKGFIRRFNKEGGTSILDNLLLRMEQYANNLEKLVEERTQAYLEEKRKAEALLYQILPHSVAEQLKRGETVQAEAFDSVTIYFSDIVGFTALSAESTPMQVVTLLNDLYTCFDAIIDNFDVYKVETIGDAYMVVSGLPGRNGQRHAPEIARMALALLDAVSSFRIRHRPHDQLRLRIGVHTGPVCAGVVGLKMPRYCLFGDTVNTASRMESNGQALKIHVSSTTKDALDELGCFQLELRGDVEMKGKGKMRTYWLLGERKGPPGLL
TDP2 absorb: blocks human TDP2 phosphodiesterase activity. recombinant TDP2, T5PNP hydrolysis, p-nitrophenol absorbance 415 nm. inhibition, % at 12.8 µM. actives 0.34% (n = 370,000). AID 720702. O95551;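 active = inhibition above the mean of all tested compounds plus 3 SD, set per campaign, cut at about 25% in these data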;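 note: 0% = DMSO with enzyme and 100% = buffer with substrate but no TDP2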
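System – recombinant human TDP2 · Quantity – TDP2 enzyme at 120 nM final · Doses – single concentration, 12.8 µM nominal, with 1% DMSO · Incubation – 2 h at 37 °C · Measured by – epi absorbance of p-nitrophenol freed from T5PNP by hydrolysis · Read-out – % inhibition relative to enzyme-containing and enzyme-free wells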
rCAG RNA binder: r(CAG) repeat RNA binding; TO-PRO-1 dye displacement fluorescence; inhibition, % at 3 µM; actives 1.3% (n = 370,000); AID 651821;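 active = inhibition above the plate cutoff, the mean of all test compounds on that plate plus 3 SD, cut at about 35% in these data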;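 note: 0% = DMSO alone and 100% = 100 µM mitoxantrone as full dye displacement; higher means more dye released from RNA so lower well fluorescence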
* = called active by the depositor; / = no result given. This is a subset. The share of hits here may be higher or lower than overall.

SMILES	MBD2 DNA inh	HTRA1 inh	TCR CD3 inh	LEDGF integ inh	mABHD4 FP	SIAE inh	PRMT1 inh	NPR2 activator	TDP2 absorb	rCAG RNA binder
Nc1nc2n(n1)C(c1ccccc1Cl)CC(c1ccc(F)cc1)N2 (stereo unspecified)	0	1	6	-1	0	0	-3	0	-6	-3
C/C(=N\NC(=O)C1CC1)c1ccc(C)cc1C	1	5	-3	-1	2	-3	2	2	-7	0
CC1(C(=O)Nc2cccc3cccnc23)CCN1C(=O)Cc1ccc(Cl)cc1Cl (stereo unspecified)	1	/	-1	0	-11	0	-6	-5	-3	2
O=C(O)C1C=CCC(C(=O)O)C1 (stereo unspecified)	1	2	6	2	6	1	0	7	-3	2
COc1cccc(NC(=O)CNC(=O)c2ccc(OC)c(OC)c2)c1	1	-3	-6	-3	-2	-6	4	0	4	-5
CC1=NN(c2ccccc2)C(=O)/C1=C\c1ccc(Oc2ccc([N+](=O)[O-])cc2[N+](=O)[O-])cc1	15*	1	1	31*	10	10	10	9	78*	26
Cc1nnc(SCC(=O)N2CCN(Cc3ccccc3)CC2)s1	6	0	7	0	1	1	-2	7	4	-5
C#CCN(C[C@@H]1[C@@H](OC(=O)NC2CC2)[C@@H](OC(=O)NC2CC2)Cn2c(=O)n(CCCCCC)c(=O)n21)S(=O)(=O)c1ccc(C)cc1	-9	-15	0	1	-1	-6	5	1	4	5
C/C(CC(=O)Nc1ccc(Cl)c(Cl)c1)=N\NC(N)=S	0	-6	5	0	-11	0	-1	-7	6	5
COc1ccccc1C(=O)N(Cc1cccs1)C1CCS(=O)(=O)C1 (stereo unspecified)	-9	-5	2	-2	5	5	-1	-1	15	-4
Cc1cc(NC(=O)c2ccc([N+](=O)[O-])cc2)n(C)n1	3	/	-9	-1	0	-3	1	0	0	-1
N#CCCN1CCN(S(=O)(=O)c2ccc(C3CCCCC3)cc2)CC1	8	-4	-6	2	-15	-1	1	0	-2	-7
CCOC(=O)[C@H]1[C@H]2COc3ccc(Br)cc3[C@@H]2N2C(=O)c3cc(OC)c(OC)cc3NC(=O)[C@@]12C	-5	-14	7	-7	-6	-14	-1	-8	-9	4
CCOC(=O)c1ccc(NC(=O)C2C3CCCCC32)cc1 (stereo unspecified)	-11	-16	6	3	-20	-2	-4	-4	5	7
Cc1ccc(S(=O)(=O)[N-]c2nc3ccccc3nc2-n2cc[n+](CCC(C)C)c2)cc1	-5	-4	-3	6	9	8	13	-1	-9	5
CC(C)[C@H](CN(N=O)[C@@H](Cc1ccccc1)CN(C)N=O)N(CCc1ccccc1)N=O	-2	-4	2	-2	0	2	-4	-6	14	-2
CC(C)N(C)CCOC(=O)C1COc2ccccc2O1 (stereo unspecified)	3	-5	-11	4	-5	4	0	4	-1	1
COCC(=O)Nc1nnc(-c2ccc(C(C)(C)C)cc2)s1	-8	-4	5	-2	-7	-7	1	3	-1	-2
O=c1c2ccccc2c2ccccc2c(=O)n1CC1CCCO1 (stereo unspecified)	5	9	6	-1	7	2	1	6	23	-5
COC(=O)c1cc(=O)nc2sc3cc(OC)ccc3n12	-3	3	-6	1	13	1	10	6	-2	4
Cn1c(-c2ccc3nc(N)sc3c2)nc2cc(N)ccc21	-1	13	4	-3	6	0	1	0	-4	5
COc1cccc(OCC(=O)NCCS(=O)(=O)N2CCN(c3ccccc3)CC2)c1	4	1	-7	-2	3	-4	3	11	2	4
Cc1ccc(CN(C)C(=O)CCc2nc3sc4c(c3c(=O)[nH]2)CCCC4)o1	-5	0	-11	-2	-6	-3	17	2	-3	2
CNC(=O)CCc1[nH]c2ccccc2c1Sc1ccccc1	4	3	-4	5	-4	0	-4	9	-10	2
O=C(CN1CCc2ccccc21)NCc1ccccc1Cl	1	0	5	-2	-12	7	-2	2	5	0

Additional results follow.
SMILES	MBD2 DNA inh	HTRA1 inh	TCR CD3 inh	LEDGF integ inh	mABHD4 FP	SIAE inh	PRMT1 inh	NPR2 activator	TDP2 absorb	rCAG RNA binder
O=C1NC[C@@H](CCCCN2C[C@H](Cc3ccc(O)cc3)N(CCc3ccc(O)cc3)C(=O)C2=O)N(CCc2ccccc2)C1=O	1	/	11	2	1	2	-1	3	2	0
COc1ccc(NC(=O)C2(C)Cc3c(-c4cccc(NC(C)=O)c4)ccnc3O2)cc1 (stereo unspecified)	0	/	-9	-1	-1	0	-3	2	-5	-1
CC(C)[C@H](NC(=O)c1ccccc1)C(=O)OCc1nc2scc(-c3ccccc3)c2c(=O)[nH]1	-3	-12	2	1	-5	-3	0	-2	4	2
COc1ccc(/C=C(\NC(=O)c2ccccc2)C(=O)NCc2cccnc2)cc1	-6	4	5	4	1	-4	-1	9	5	6
C=CCOC(=O)COc1ccc2c3c(c(=O)oc2c1)CCCC3	-8	-4	5	3	2	-1	1	5	-4	3
COc1cc(C(CC(=O)N2CCCC2)c2c(OC)cc(OC)c3ccc(=O)oc23)cc(OC)c1OC (stereo unspecified)	2	-6	7	3	6	-2	7	-18	2	-11
CCCSc1nnc2n(-c3ccccc3OC)c(=O)c3c4c(sc3n12)CCC4	3	-6	3	1	-1	-2	-1	10	9	1
COc1ccc(OC)c(S(=O)(=O)N2CCC(C(=O)N(C)Cc3ccccc3)CC2)c1	2	-2	1	1	-6	7	-3	2	9	0
CCO[C@H]1OC(C(=O)O)=C[C@@H](C(C)(C)C)[C@@H]1CCCO	-3	4	5	-1	0	-1	-2	-1	-2	4
COc1ccc(N2CCCC2)c(NC(=O)COc2ccccc2)c1	3	-1	7	2	8	-3	2	-3	-3	3
COc1ccccc1C(=O)n1ccc2ccc(-c3ccc4ccn(Cc5ccc(C#N)cc5)c4c3)cc21	-3	/	/	0	-6	-3	-2	2	-1	16
CC1CN(C(=S)SCCN2C(=O)CCC2=O)CC(C)O1 (stereo unspecified)	1	8	3	1	0	12	-2	1	-3	0
CCC(=O)Oc1ccc(C(CC)C(CC)c2ccc(OC(=O)CC)cc2)cc1 (stereo unspecified)	4	1	-1	-5	0	-1	3	9	1	0
C=C(C)C(=O)N1CC2(CC(c3cccc(NC(=O)CC(c4ccccc4)c4ccccc4)c3)=NO2)C[C@H]1C(N)=O (stereo partly specified)	-2	-13	9	-2	-8	-5	0	1	-11	5
Cn1nc(C(=O)NCCc2ccc3c(c2)OCCO3)c2ccccc2c1=O	-5	0	1	-2	-3	3	-3	-3	19	-3
CC1CCC(NC(=O)c2ccc3nc[nH]c3c2)CC1 (stereo unspecified)	-7	-1	12	3	10	2	-2	9	2	3
C/C=C/c1ccc(OCC(=O)Nc2ccncc2)c(OC)c1	2	0	-1	12	-7	-4	-4	2	-19	-1
Cc1cc(C)cc(NC(=O)CSc2nc3[nH]ncc3c(=O)[nH]2)c1	7	-1	0	2	-9	-5	4	-4	-5	10
O=C(NC1CCCCC1)c1cc(F)cc2c1OCOC2	2	1	8	8	0	6	-6	7	1	2
Cc1cccc(-n2nc3c(c2NC(=O)c2ccco2)CS(=O)C3)c1C (stereo unspecified)	10	-1	1	-2	5	-4	4	2	16	-3
Cc1cccc(C)c1NC(=O)COc1ccc2c(C)c(Cc3ccccc3)c(=O)oc2c1	-1	-1	2	1	5	-9	-1	10	-5	-2
CC(NC(=O)C(C)N1c2cccc3cccc(c23)S1(=O)=O)c1ccccc1 (stereo unspecified)	-2	-22	3	0	1	8	6	-1	0	10
O=C(O)c1cccc(NC(=O)c2cccc(NC(=O)C3CCCO3)c2)c1 (stereo unspecified)	2	0	2	1	-9	1	-1	2	0	3
Cc1ccc(OC(=O)c2ccc(N3CCOCC3)c([N+](=O)[O-])c2)cc1	4	-11	2	0	0	7	3	-3	6	2
O=C(CC1SCCNC1=O)NCc1ccccc1 (stereo unspecified)	-3	-4	6	-3	3	-3	2	-1	5	2

Whole records from above. Order of values: MBD2 DNA inh	HTRA1 inh	TCR CD3 inh	LEDGF integ inh	mABHD4 FP	SIAE inh	PRMT1 inh	NPR2 activator	TDP2 absorb	rCAG RNA binder
Cc1cccc(C)c1NC(=O)COc1ccc2c(C)c(Cc3ccccc3)c(=O)oc2c1 is listed as -1	-1	2	1	5	-9	-1	10	-5	-2
COc1ccc(/C=C(\NC(=O)c2ccccc2)C(=O)NCc2cccnc2)cc1 is listed as -6	4	5	4	1	-4	-1	9	5	6

Four of the compounds above, bar-delimited:
Molecule | MBD2 DNA inh | HTRA1 inh | TCR CD3 inh | LEDGF integ inh | mABHD4 FP | SIAE inh | PRMT1 inh | NPR2 activator | TDP2 absorb | rCAG RNA binder
CC(NC(=O)C(C)N1c2cccc3cccc(c23)S1(=O)=O)c1ccccc1 (stereo unspecified) | -2 | -22 | 3 | 0 | 1 | 8 | 6 | -1 | 0 | 10
C/C=C/c1ccc(OCC(=O)Nc2ccncc2)c(OC)c1 | 2 | 0 | -1 | 12 | -7 | -4 | -4 | 2 | -19 | -1
Cn1nc(C(=O)NCCc2ccc3c(c2)OCCO3)c2ccccc2c1=O | -5 | 0 | 1 | -2 | -3 | 3 | -3 | -3 | 19 | -3
COc1ccc(/C=C(\NC(=O)c2ccccc2)C(=O)NCc2cccnc2)cc1 | -6 | 4 | 5 | 4 | 1 | -4 | -1 | 9 | 5 | 6

(further entries)
SMILES	MBD2 DNA inh	HTRA1 inh	TCR CD3 inh	LEDGF integ inh	mABHD4 FP	SIAE inh	PRMT1 inh	NPR2 activator	TDP2 absorb	rCAG RNA binder
C/C(=N/Nc1ccc([N+](=O)[O-])cc1)c1ccc(C)cc1C	-1	-19	4	-2	5	3	-2	-4	-9	14
C=CCN(CC=C)S(=O)(=O)c1ccc(C(=O)Nc2nnc(COC)o2)cc1	0	9	0	0	-8	1	-5	3	1	13
O=C1Oc2ccccc2C(=O)/C1=C/c1ccccc1O	1	-16	5	1	-13	-6	1	4	-10	51*
CC(=O)Nc1ccc(S(=O)(=O)N(CC(=O)O)Cc2ccccc2)cc1	1	1	-4	2	-1	1	-6	8	6	1
CN(C(=O)CC1C(=O)NCCN1CC(c1ccccc1)c1ccccc1)C(C1CC1)C1CC1 (stereo unspecified)	1	-5	5	3	0	2	0	-17	8	-7
O=C1CSC(=S)N1N=Cc1cccc2ccccc12	-2	-4	-3	4	15	0	19	-2	0	16
CC1(C(=O)NS(=O)(=O)c2cccc(C#N)c2)CCN1C(=O)Cc1cc(F)ccc1F (stereo unspecified)	-1	/	5	1	-5	-7	2	4	5	2
COc1ccc(C=C2C(=O)OC(C)(C)OC2=O)cc1OC	0	2	-9	-5	0	1	6	3	7	1
CCOc1cc(C)c(Cl)cc1S(=O)(=O)NCC1CCCO1 (stereo unspecified)	-1	7	2	0	2	0	-1	-9	0	-6
CCOc1ccccc1NS(=O)(=O)c1ccc2c(c1)N(C)CCO2	1	-1	-1	-1	6	2	2	-8	7	-1
C[C@@H]1CCCCO[C@H](CN(C)C(=O)Nc2ccc3c(c2)OCO3)[C@@H](C)CN([C@H](C)CO)C(=O)c2cc(NS(=O)(=O)c3ccc(F)cc3)ccc2O1	5	-7	-10	-1	-14	-2	10	1	0	14
O=C(O)c1cccn1Cc1ccccc1F	1	4	5	-2	-3	5	-1	2	-1	-5
COC(=O)c1ccccc1NC(=O)CCNC(=O)Cn1cnc2ccccc2c1=O	1	6	7	1	4	3	-1	-9	7	-1
CCCOc1cccc(C2C(C(=O)c3ccc(C)o3)=C(O)C(=O)N2CCN2CCOCC2)c1 (stereo unspecified)	3	0	-4	0	11	1	3	0	13	6
